Source: PubChem (Sanford-Burnham Center for Chemical Genomics)
NALP3 yeast inh: NALP3 inflammasome inhibitors in reconstituted yeast, primary screen, luminescence, uHTS; Yeast reconstituted NLRP3/ASC/caspase-1, beta-gal luminescence, 24 h; AID 2825, 2010; 0.39% of 330,000 active; inhibition, % at 10 µM;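 active means inhibition of 50% or more; inactive means inhibition below 50%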;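 further: plate controls were induced DMSO wells for no effect and uninduced yeast grown without galactose for full effect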
A3G deaminase: APOBEC3G DNA deaminase inhibitors, primary screen, biochemical, fluorescence, single-stranded DNA substrate, uHTS; DNA dC->dU-editing enzyme APOBEC-3G (Homo sapiens), Q9HC16; recombinant A3G, ssDNA deamination FAM/TAMRA fluorescence; inhibition, % at 20 µM; 0.28% of 330,000 active;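 active means inhibition of at least 40% at 20 µM, with no more than 30% in the related APOBEC3A deaminase screen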;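 further: plate controls were DMSO wells with A3G for no effect and wells lacking A3G enzyme for full effect; some compounds called inactive have numbers as strong as hits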
Target sequence (Q9HC16 whole entry, looked up): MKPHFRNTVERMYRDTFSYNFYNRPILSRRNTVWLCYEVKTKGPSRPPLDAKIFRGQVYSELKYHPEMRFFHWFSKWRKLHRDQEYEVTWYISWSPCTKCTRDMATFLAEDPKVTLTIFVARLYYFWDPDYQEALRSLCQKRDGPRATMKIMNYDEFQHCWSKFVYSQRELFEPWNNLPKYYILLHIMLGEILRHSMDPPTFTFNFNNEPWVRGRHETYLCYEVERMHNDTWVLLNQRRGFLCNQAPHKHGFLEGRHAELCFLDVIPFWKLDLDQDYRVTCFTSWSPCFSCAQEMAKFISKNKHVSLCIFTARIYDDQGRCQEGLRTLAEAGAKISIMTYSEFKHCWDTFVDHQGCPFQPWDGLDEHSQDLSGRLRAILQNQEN
MIN6 prolif: inducers of MIN6 beta-cell proliferation, primary screen, ATP luminescence, uHTS; MIN6 cells proliferation, ATPlite luminescence, 48 h; cells starved in 0.2% serum; 100% = growth in 10% serum; proliferation, % at 10 µM; 0.29% of 330,000 active;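 active means compounds whose signal lies at least 3.5 SD above the mean of all wells on their plate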;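 further: 0% = DMSO-treated cells in low-serum medium and 100% = 10% serum control; some compounds called inactive have numbers as strong as hits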
mIAP activ: activators of mouse IAP, primary screen, biochemical, luminescence, uHTS | intestinal alkaline phosphatase [Mus musculus] | muIAP, CDP-Star luminescence, 30 min; hits give high values; 1 = vehicle-only enzyme signal, 0 = enzyme-free wells | 0.24% of 330,000 active | AID 2805, 2010 | activation factor at 10 µM;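 active means activation factor of at least 2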; further: the source names both 10 and 20 µM as test concentration; values of inactives mirror those of a sister screen read the other way
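Assay system: mouse IAP enzyme; Reagent: CDP-Star chemiluminescent phosphatase substrate; Compound: DMSO-dissolved test compounds; Incubation: 30 min, room temperature; Technique: luminescence from enzymatic CDP-Star hydrolysis; Controls: DMSO-only wells and no-enzyme negative control.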
mIAP inh: inhibitors of mouse IAP, primary screen, biochemical, luminescence, uHTS; intestinal alkaline phosphatase [Mus musculus]; purified mouse IAP, CDP-Star luminescence, 30 min; inhibition, % at 10 µM; 0.2% of 330,000 active;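 active means inhibition of at least 40% at 10 µM in the primary screen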;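 further: plate controls were DMSO with enzyme for no effect and no enzyme wells for full effect; values of inactives mirror those of a sister screen read the other way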
TIM10 inh: growth inhibitors of isogenic TIM10 control yeast, primary screen, counter-screen for tim10-1 yeast inhibitor project, luminescence, uHTS | S. cerevisiae TIM10 strain growth, BacTiter-Glo luminescence, 24 h | inhibition, % at 10 µM | 1.4% of 330,000 active | AID 463195, 2010;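 active means inhibition of 40% or more at the single tested concentration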;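 further: wild-type TIM10 isogenic control strain grown at permissive 25 °C; 0% = DMSO yeast wells and 100% = minimal medium wells without yeast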
APOBEC3A inh: APOBEC3A ssDNA deaminase inhibitors, primary screen, selectivity assay for APOBEC3G inhibitor project, biochemical, FAM/TAMRA oligo cleavage fluorescence. recombinant A3A, FAM/TAMRA ssDNA deamination fluorescence. inhibition, % at 20 µM. 0.41% of 330,000 active. AID 493011, 2011;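 active means at least 40% inhibition at 20 µM here, with at most 30% in a related deaminase screen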;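 further: plate controls were A3A with DMSO for no effect and wells lacking A3A enzyme for full effect; some results filed as inactive read as strong as hits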
tim10-1 inh: growth inhibitors of tim10-1 mutant yeast, primary screen, luminescence, uHTS; 2.2% of 330,000 active; S. cerevisiae tim10-1 ts strain growth, BacTiter-Glo, 24 h; inhibition, % at 20 µM;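 active means inhibition of at least 40%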;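 further: mutant grown at 25 °C; 0% = DMSO wells with yeast and 100% = wells holding no yeast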
hIAP inh: human IAP inhibitors, primary screen, biochemical, luminescence, uHTS; Intestinal-type alkaline phosphatase (Homo sapiens), P09923; 0.12% of 330,000 active; purified IAP, CDP-Star luminescence, 30 min; inhibition, % at 10 µM;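 active means inhibition reaching a set limit with compound at 10 µM in the primary screen, cut at about 35% in these data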;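 further: plate controls were DMSO wells with enzyme for no effect and no-enzyme buffer wells for full effect; values of inactives mirror those of a sister screen read the other way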
Target sequence (P09923 whole entry, looked up): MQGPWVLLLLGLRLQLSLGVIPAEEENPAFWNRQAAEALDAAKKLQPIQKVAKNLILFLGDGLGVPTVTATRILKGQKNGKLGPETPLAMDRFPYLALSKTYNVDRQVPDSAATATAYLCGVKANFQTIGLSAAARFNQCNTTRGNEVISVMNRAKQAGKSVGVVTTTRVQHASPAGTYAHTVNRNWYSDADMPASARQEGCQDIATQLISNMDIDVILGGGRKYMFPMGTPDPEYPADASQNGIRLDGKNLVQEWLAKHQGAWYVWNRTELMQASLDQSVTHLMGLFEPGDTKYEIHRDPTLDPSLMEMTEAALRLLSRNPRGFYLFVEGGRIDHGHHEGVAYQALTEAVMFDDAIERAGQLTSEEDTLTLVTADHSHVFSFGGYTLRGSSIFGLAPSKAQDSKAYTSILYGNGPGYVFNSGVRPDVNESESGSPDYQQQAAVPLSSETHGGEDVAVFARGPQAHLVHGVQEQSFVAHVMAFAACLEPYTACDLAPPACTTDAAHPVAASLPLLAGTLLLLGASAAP
* = called active by the depositor. Compounds as they come (roughly 4.6% active in at least one column).

The opening 6 compounds as a preview:
Structure	hIAP inh	mIAP inh	A3G deaminase	mIAP activ	tim10-1 inh	MIN6 prolif	APOBEC3A inh	TIM10 inh	NALP3 yeast inh
COc1ccc(S(=O)(=O)N(C)CC(=O)NCCCn2ccnc2)cc1Cl	-13	-1	-4	1	-2	-3	1	-16	13
CCOc1ccc(NC(=O)COC(=O)C2CC2C)cc1 (stereo not drawn)	-22	2	-5	0.98	12	-1	-5	-2	11
O=C(COC(=O)COc1ccccc1)NC1CCS(=O)(=O)C1 (stereo not drawn)	12	0	-8	1	2	-2	-4	-5	12
COc1cccc(/C=N/NC(=O)C(=O)N2CCCC2)c1	-4	-5	1	1	2	-3	-5	-6	10
COc1ccc(Cl)cc1S(=O)(=O)N(C)CC(=O)NCCCn1ccnc1	10	10	-14	0.9	-18	0	-4	7	-5
COc1ccc(-c2cc(C(=O)NCCN3CCOCC3)c3cc(C(C)C)ccc3n2)cc1	-10	13	-7	0.87	29	-1	-6	15	23

Results, previewed entries included:
Structure	hIAP inh	mIAP inh	A3G deaminase	mIAP activ	tim10-1 inh	MIN6 prolif	APOBEC3A inh	TIM10 inh	NALP3 yeast inh
COc1ccc(S(=O)(=O)N(C)CC(=O)NCCCn2ccnc2)cc1Cl	-13	-1	-4	1	-2	-3	1	-16	13
CCOc1ccc(NC(=O)COC(=O)C2CC2C)cc1 (stereo not drawn)	-22	2	-5	0.98	12	-1	-5	-2	11
O=C(COC(=O)COc1ccccc1)NC1CCS(=O)(=O)C1 (stereo not drawn)	12	0	-8	1	2	-2	-4	-5	12
COc1cccc(/C=N/NC(=O)C(=O)N2CCCC2)c1	-4	-5	1	1	2	-3	-5	-6	10
COc1ccc(Cl)cc1S(=O)(=O)N(C)CC(=O)NCCCn1ccnc1	10	10	-14	0.9	-18	0	-4	7	-5
COc1ccc(-c2cc(C(=O)NCCN3CCOCC3)c3cc(C(C)C)ccc3n2)cc1	-10	13	-7	0.87	29	-1	-6	15	23
CCOC(=O)Cn1c(C)[n+](CC(=O)c2ccccc2)c2ccccc21	2	-2	-5	1	10	-1	-2	10	12
CC(C)CN(c1ccccc1)S(=O)(=O)c1nnc(NC(=O)C(C)C)s1	0	5	0	0.95	1	0	0	4	-2
Cc1cccc(OCc2nnc(SCC(=O)Nc3nccs3)o2)c1	-10	7	-8	0.93	8	-3	-2	11	4
CCOC(=O)c1c(NC(=O)C2C3C=CC(C3)C2(C)C(=O)O)sc2c1CCCC2 (stereo not drawn)	11	8	6	0.92	5	0	13	-6	3
CCC(=O)Nc1ccc(C(=O)n2nc(C)cc2C)cc1	-3	3	-6	0.97	13	0	-4	6	12
Cc1nc2scc(C)n2c(=O)c1S(=O)(=O)N1CCN(c2ccccn2)CC1	10	-4	-2	1	11	-2	1	-8	11
CCc1ccc(S(=O)(=O)N2CCN(c3ncccn3)CC2)cc1	-11	-2	7	1	22	-3	-6	7	28
Cc1cc(C(=O)NCC(=O)OCC(=O)N(C)C2CCCCC2)ccc1[N+](=O)[O-]	-5	2	-7	0.98	4	0	-2	6	9
COc1cc(C(=O)OC(C)C(=O)NCC2CCCCC2)cc(NC(=O)c2ccco2)c1OC (stereo not drawn)	9	-7	-6	1.1	39	0	-4	27	7
N/C(CCN1CCCCC1)=N/O	12	5	-3	0.95	10	-1	-3	-24	14
Cc1nc(-c2ccc(S(=O)(=O)NCc3ccccn3)s2)cs1	10	-2	4	1	8	-3	2	-12	9
O=S(=O)(c1ccc(OCc2nc3ccccc3s2)c(Cl)c1)N1CCOCC1	-14	18	0	0.82	27	-2	2	25	2
COc1ccc(/C=C/C(=O)c2ccc3c4c(cccc24)CC3)cc1OC	-7	1	-7	0.99	33	-3	-6	14	1
COc1nccnc1NS(=O)(=O)c1ccc(NC(=S)NC(=O)c2ccccc2)cc1	-6	-7	-6	1.1	1	-1	-5	13	20

Structure	hIAP inh	mIAP inh	A3G deaminase	mIAP activ	tim10-1 inh	MIN6 prolif	APOBEC3A inh	TIM10 inh	NALP3 yeast inh
COc1ccc(-c2c(C)nc(N)nc2-c2ccc(OCc3ccc(C)cc3)cc2O)cc1OC	19	2	-3	0.98	-2	-3	2	2	21
CC(C)Oc1ccc(CCc2nnc(SC(C)C(=O)O)n2-c2ccccc2)cc1 (stereo not drawn)	-2	1	0	0.99	-10	1	3	-1	20
COC(=O)C(Cc1c[nH]c2ccccc12)NC(=O)c1cccc(S(=O)(=O)N2CCCCC2)c1 (stereo not drawn)	0	-5	-4	1.1	8	-5	2	6	-6
O=C(N/N=C/c1cc(Br)c(O)c(Br)c1)c1cc2c(ccc3ccccc32)o1	9	5	3	0.95	-16	-7	-2	-4	29
Cc1cc(NC(=O)c2cccs2)no1	-6	-11	-7	1.1	5	-5	-7	22	8
CCOC(=O)CSC1=C(C#N)C(c2ccco2)C(C(=O)OCc2ccccc2)=C(C)N1 (stereo not drawn)	9	9	-3	0.91	38	-5	-1	-6	10
CC(=O)NCCNC(=O)c1ccc(-n2c(C)ccc2C)cc1	5	-3	-5	1	1	0	0	0	-8
CCn1c(-c2ccccc2)c(C(=O)CCl)c2ccccc21	9	2	-1	0.98	-53	-6	2	-78	43
CCOc1ccc(-c2nnn(CC(=O)NCc3cccs3)n2)cc1	5	-8	0	1.1	14	0	2	10	1
O=C(NCCc1csc(-c2ccccc2)n1)c1ccco1	12	-5	9	1	-1	-3	3	-7	17
COc1ccc(N/N=C(/N=Nc2nc(C)cc(=O)[nH]2)c2ccccc2)cc1	-3	19	2	0.81	37	-6	3	26	40
COc1ccc(N2C(=O)N(Cc3ccc(C)cc3)c3ccccc3S2(=O)=O)cc1	18	3	47*	0.97	24	-6	5	23	2
COc1cccc(-n2c(CN3CCN(c4cccc(C)c4)C(C)C3)nc3ccc([N+](=O)[O-])cc3c2=O)c1 (stereo not drawn)	1	24	-1	0.76	13	0	2	33	30
CCCCCCNC(=O)CC(NS(=O)(=O)c1ccc(NC(C)=O)cc1)C(C)C (stereo not drawn)	-15	1	-3	0.99	13	-1	1	4	6
CCN(CC)S(=O)(=O)c1ccc(NC(=O)c2ccc(N(C)S(C)(=O)=O)cc2)cc1	5	4	-6	0.96	14	0	-4	1	13
Cc1ccc(N2C(=O)C3C(C2=O)N2CCCN2C3c2ccccc2)cc1C (stereo not drawn)	3	14	-2	0.86	8	-2	0	1	11
C=CCn1c(-c2cc(Cl)ccc2OC)n[nH]c1=S	13	2	46*	0.98	18	0	-5	10	12
Cc1ccc(-c2nnc(Nc3ccc(O)cc3)c3ccccc23)cc1S(=O)(=O)NCCO	-19	0	0	1	-4	0	-7	3	13
CC1CCc2c(sc3nc(CN4CCOCC4)nc(NS(=O)(=O)c4cccc([N+](=O)[O-])c4)c23)C1 (stereo not drawn)	-8	15	0	0.85	21	0	1	17	4
CC(=O)c1c(C)[nH]c(C(=O)COC(=O)c2cccnc2Cl)c1C	-13	-8	-5	1.1	-7	2	0	-1	5

Gathered by group, the compounds so far containing a COOH group.
Structure	hIAP inh	mIAP inh	A3G deaminase	mIAP activ	tim10-1 inh	MIN6 prolif	APOBEC3A inh	TIM10 inh	NALP3 yeast inh
CCOC(=O)c1c(NC(=O)C2C3C=CC(C3)C2(C)C(=O)O)sc2c1CCCC2 (stereo not drawn)	11	8	6	0.92	5	0	13	-6	3
CC(C)Oc1ccc(CCc2nnc(SC(C)C(=O)O)n2-c2ccccc2)cc1 (stereo not drawn)	-2	1	0	0.99	-10	1	3	-1	20

(more compounds)
Structure	hIAP inh	mIAP inh	A3G deaminase	mIAP activ	tim10-1 inh	MIN6 prolif	APOBEC3A inh	TIM10 inh	NALP3 yeast inh
COc1ccc(S(=O)(=O)Nc2ccccc2N2CCOCC2)cc1[N+](=O)[O-]	12	-4	2	1	2	2	10	6	4
Cc1c(C(=O)NCc2ccco2)oc2c(F)cccc12	3	1	-8	0.99	20	3	4	8	-19
CCCCC(NS(=O)(=O)c1ccc(OC)cc1)C(=O)O (stereo not drawn)	10	3	-6	0.97	5	1	0	15	-2
Cc1ccc(-c2n[nH]c(=S)n2/N=C/c2ccc(C(=O)O)cc2)cc1	18	4	40	0.96	-10	-3	-6	7	24
CN(CC(=O)NC(=O)NCc1ccco1)Cc1nc2ccccc2c(=O)[nH]1	-68	3	25	0.97	-3	1	21	3	4
CC(=O)Nc1nonc1-c1ccccc1	12	2	-4	0.98	2	-2	-2	-8	9
O=C(COC(=O)COc1ccc(Br)cc1)NCCC1=CCCCC1	1	0	-2	0.99	15	0	-2	-22	13
COc1cc(/C=C/C(=O)c2ccc(NS(=O)(=O)c3ccc(C)cc3)cc2)ccc1OC(F)F	16	10	-8	0.9	23	-6	-3	22	25
CCN(C(=O)CN1CCN(S(=O)(=O)c2cc(Cl)ccc2Cl)CC1)c1c(N)n(Cc2ccccc2)c(=O)[nH]c1=O	1	1	-70	0.99	18	0	-2	10	-5
CCn1ncc(C2=NOC(C(=O)Nc3ccccc3C(=O)OC)C2)c1C (stereo not drawn)	7	5	-2	0.95	28	-1	2	12	6
Cc1c(Cl)ccc2sc(N3CCN(C(=O)C4=COCCO4)CC3)nc12	16	28	-4	0.72	31	-5	-1	11	21
Cc1ccc(N2CC(C(=O)N3CCC(C(=O)Nc4nnc(C(C)(C)C)s4)CC3)CC2=O)cc1 (stereo not drawn)	-1	3	-8	0.97	-7	-3	-2	4	18
CC(C)(C)NC(=O)CN(CC1CCCO1)C(=O)CNS(=O)(=O)c1ccc(F)cc1 (stereo not drawn)	-27	-8	-8	1.1	8	0	2	0	6
CCCc1ccc(C(C)NC(=S)NCc2ccc(F)cc2)cc1 (stereo not drawn)	-46	-196	-4	3*	31	-8	-3	23	22
COc1ccc(Nc2nc(-c3cccs3)cs2)c(OC)c1	-6	0	3	1	27	-2	0	19	12
COCCCn1c(SCC(=O)NC2CCCCC2)nnc1-c1ccco1	0	2	-12	0.97	-12	1	-5	12	17
COc1ccc2cc(C3OCCO3)c(Cl)nc2c1	-10	10	-14	0.9	13	-3	2	5	5

5 entries from above, ordered by the number in A3G deaminase, rising:
SMILES | A3G deaminase
COc1ccc2cc(C3OCCO3)c(Cl)nc2c1 | -14
COCCCn1c(SCC(=O)NC2CCCCC2)nnc1-c1ccco1 | -12
Cc1ccc(N2CC(C(=O)N3CCC(C(=O)Nc4nnc(C(C)(C)C)s4)CC3)CC2=O)cc1 (stereo not drawn) | -8
CC(=O)Nc1nonc1-c1ccccc1 | -4
COc1ccc(S(=O)(=O)Nc2ccccc2N2CCOCC2)cc1[N+](=O)[O-] | 2
